L3MBTL1 block: qHTS Assay for the Inhibitors of L3MBTL1. Potency, µM (highest dose often 57.1 µM), without a hit: at the top dose activity, negative = inhibition, hits mostly inhibitors. Lethal(3)malignant brain tumor-like protein 1 (Homo sapiens), Q9Y468. AlphaScreen L3MBTL1–H3K9me1 peptide binding. 230,000 compounds, 0.66% hits; also: % is scaled to controls: 0 for no effect and ±100 for the full control effect; nearly all actives have a fitted effect of over 60% in size
Target sequence (Q9Y468 whole entry, looked up): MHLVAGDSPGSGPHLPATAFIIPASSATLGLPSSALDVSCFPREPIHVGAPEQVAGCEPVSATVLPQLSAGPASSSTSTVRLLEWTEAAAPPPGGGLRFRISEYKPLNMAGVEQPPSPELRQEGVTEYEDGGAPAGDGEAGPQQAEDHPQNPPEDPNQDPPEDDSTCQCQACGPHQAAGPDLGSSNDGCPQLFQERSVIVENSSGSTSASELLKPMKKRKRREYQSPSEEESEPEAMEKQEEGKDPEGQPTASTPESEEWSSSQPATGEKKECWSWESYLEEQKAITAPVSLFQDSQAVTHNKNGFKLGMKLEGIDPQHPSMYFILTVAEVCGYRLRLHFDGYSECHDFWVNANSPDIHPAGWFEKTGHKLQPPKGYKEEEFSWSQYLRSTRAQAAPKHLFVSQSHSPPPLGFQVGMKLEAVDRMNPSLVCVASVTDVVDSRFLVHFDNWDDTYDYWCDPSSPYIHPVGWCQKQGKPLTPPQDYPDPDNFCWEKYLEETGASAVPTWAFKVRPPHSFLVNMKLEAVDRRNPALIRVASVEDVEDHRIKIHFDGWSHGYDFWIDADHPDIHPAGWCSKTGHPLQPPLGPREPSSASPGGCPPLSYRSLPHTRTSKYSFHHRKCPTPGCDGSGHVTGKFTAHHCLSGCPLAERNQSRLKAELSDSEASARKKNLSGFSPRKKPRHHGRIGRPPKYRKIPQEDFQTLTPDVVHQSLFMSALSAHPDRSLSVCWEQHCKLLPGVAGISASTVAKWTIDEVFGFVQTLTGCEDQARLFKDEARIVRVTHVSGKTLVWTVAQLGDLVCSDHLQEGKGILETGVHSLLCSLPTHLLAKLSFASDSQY
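L3MBTL1 (50 nM) pre-complexed 30 min with biotinylated H3(1-15)K9me1 peptide (75 nM), then compounds added for 30 min at room temperature; AlphaScreen streptavidin donor/nickel chelate acceptor beads (10 ug/mL final) read after 30 min dark incubation.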
Tau fluor counter: Counterscreen qHTS for Inhibitors of Tau Fibril Formation, Fluorescence Polarization | tau K18 P301L Alexa594 fluorescence, heparin fibrillization | Potency, µM (series often up to 57.7 µM), for the others: top-dose activity change, negative = decrease | 280,000 compounds, 0.93% hits; also: % is scaled to controls: 0 for no effect and ±100 for the full control effect; nearly all actives have a fitted effect of over 55% in size
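Human K18 P301L tau (15 uM unlabeled plus 0.24 uM Alexa 594-labeled, final) in 100 mM sodium acetate pH 7 was mixed with compound and 20 uM heparin and incubated 6 hr at 37 C.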
RECQ1 helicase: qHTS Assay for Inhibitors of RecQ-Like Dna Helicase 1 (RECQ1). RECQ1 DNA unwinding, red fluorescence kinetic read. Potency, µM (highest dose often 57.3 µM), for the others: top-dose activity, negative = inhibition, hits mostly inhibitors. ATP-dependent DNA helicase Q1 (Homo sapiens), P46063. 240,000 compounds, 0.54% hits;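 also: plate controls were vehicle for no effect and no enzyme for full effect; nearly all actives have a fitted effect of over 30% in size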
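RECQ1T1 50 nM; forked duplex (20 bp + 30-nt ss tails) 200 nM, ATP 2 mM final; pH 8.0, 2 mM MgCl2, 2.5 ug/ml poly(dI-dC); 15 min compound preincubation; discontinuous kinetic read over 2 h at RT.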
Tau fibril ThT: qHTS for Inhibitors of Tau Fibril Formation, Thioflavin T Binding; Microtubule-associated protein tau (Homo sapiens), P10636; recombinant tau K18 P301L (four-repeat tau fragment), heparin-induced fibrillization, ThT fluorescence; Potency, µM (titrated, usually from 57.4 µM), for the others: top-dose activity, negative = inhibition, actives largely listed as inhibitors; 270,000 compounds, 2.1% hits; also: % is scaled to controls: 0 for no effect and ±100 for the full control effect; nearly all actives have a fitted effect of over 55% in size
Target sequence (P10636 561-689 P618L limits assumed): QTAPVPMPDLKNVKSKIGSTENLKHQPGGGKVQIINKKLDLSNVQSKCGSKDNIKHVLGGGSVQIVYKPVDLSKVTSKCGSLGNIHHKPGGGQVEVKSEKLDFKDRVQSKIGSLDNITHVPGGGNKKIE
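Tau K18 P301L fragment (15 uM unlabeled plus 0.24 uM Alexa 594-labeled) in 100 mM sodium acetate pH 7 with compound, fibrillization induced by 20 uM heparin for 6 hr at 37 C. Thioflavin T (30 uM) added, fluorescence read after 1 hr (ex 450, em 510 nm).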
HTT cytoprotect: qHTS Multiplex Assay to Identify Dual Action Probes in a Cell Model of Huntington: Cytoprotection (ATP); PC12 HTT-Q103 induced, cytoprotection, ATP luminescence, 40 h; Potency, µM (highest dose often 56.4 µM), for inactives: cytoprotection (ATP increase), usual class: activators; 230,000 compounds, 0.14% hits;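 also: % of control where 0% means no effect; nearly all actives have a fitted effect of over 45% in size; toxic huntingtin expression switched on by the ecdysone agonist tebufenozide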
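PC12 cells stably carrying ecdysone-inducible Htt exon 1 (Q103)–GFP were induced with 100 nM tebufenozide (final) alongside library compounds in a dose series. Cytoprotection was scored as retained ATP by ATPlite luminescence.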
TR SRC2 fluor cs: Total Fluorescence Counterscreen for Inhibitors of the Interaction of Thyroid Hormone Receptor and Steroid Receptor Coregulator 2 | TRb/SRC2 Texas Red total fluorescence interference | 280,000 compounds, 0.29% hits | Potency, µM (titrated, usually from 106 µM), inactives show at the highest dose fluorescence change, negative = quenching; active = well fitted curve in either direction with a large enough effect; inconclusive = small, poorly fitted or top-dose-only effect; also: % is scaled to controls: 0 for no effect and ±100 for the full control effect
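Human TRβ ligand-binding domain (0.6 uM) and Texas Red SRC2 peptide (20 nM) in Tris buffer with 1 uM T3 and 5% DMSO were incubated with pinned compound for 5 hr at ambient temperature. Total fluorescence was computed as S + 2P (555/632 nm).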
TRb-SRC2 inh: qHTS for Inhibitors of the Interaction of Thyroid Hormone Receptor and Steroid Receptor Coregulator 2 | AID 1469, 2008 | Potency, µM (doses to about 106 µM), for inactives: at the top dose activity change, negative = inhibition, most hits filed as inhibitors | Thyroid hormone receptor beta (Homo sapiens), P10828 | 280,000 compounds, 0.065% hits | TRbeta-SRC2 peptide binding, fluorescence polarization; receptor liganded with 1 µM T3;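 also: plate controls were bound peptide for no effect and peptide without receptor for full effect; nearly all actives have a fitted effect of over 50% in size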
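Human TRb LBD (0.6 uM) plus Texas Red-labeled SRC2 peptide (20 nM), 1uM T3, 5% DMSO, 5 hr at ambient temperature. Decreased polarization (555/632 nm) flags inhibition; data normalized to free and bound peptide controls.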
Tau fibril FP: qHTS for Inhibitors of Tau Fibril Formation, Fluorescence Polarization; Microtubule-associated protein tau (Homo sapiens), P10636; K18 P301L tau heparin fibrillization, Alexa594 FP, 6 h; Potency, µM (top dose mostly 57.7 µM), for inactives: at the top dose activity, negative = inhibition, actives largely listed as inhibitors; 280,000 compounds, 0.39% hits; AID 1468, 2008; also: % is scaled to controls: 0 for no effect and ±100 for the full control effect; nearly all actives have a fitted effect of over 55% in size
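Steps: dispense K18 P301L tau (15 uM plus 0.24 uM Alexa 594 tracer, final) in pH 7 sodium acetate; add compound; add heparin (20 uM final); incubate 6 hr, 37 C; add ThT (30 uM final); after 1 hr ambient, read FP.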
An asterisk follows results filed as active; i = inactive; u = inconclusive; x = no result given; & = joins results of further samples; [ ] = remark or other dose. Unless noted, calls follow the shape of the dose curve; as a rule, active = well fitted curve in the direction sought with a large enough effect; inconclusive = small, poorly fitted or top-dose-only effect, or another doubt; inactive = no such curve, though single readings can be large; an effect the other way counts as inactive or inconclusive. Potency is read from the fitted curve at half-maximal effect. The list is partial (hit frequency here may not be typical).

SMILES | L3MBTL1 block | Tau fluor counter | RECQ1 helicase | Tau fibril ThT | HTT cytoprotect | TR SRC2 fluor cs | TRb-SRC2 inh | Tau fibril FP
Cc1cccc(NC(=O)COC(=O)c2cccc3c2C(=O)c2ccccc2C3=O)c1C | -15.0% | u | -3.4% | u | 11.2%[10 µM] | -15.5% | 5.3% | u
O=C(C[n+]1cccc(CNC(=O)c2ccc(OC(F)F)cc2)c1)Nc1cccc(C(F)(F)F)c1 | 9.0% | -18.0% | -2.3% | -12.8% | 5.9%[10 µM] | 0.0% | -11.5% | u
Cc1cc2oc(C(=O)Nc3c(C)n(C)n(-c4ccccc4)c3=O)c(C)c2cc1C | 1.5% | -6.3% | -5.6% | -10.4% | -4.2%[1.9 µM] | 0.8% | 4.2% | -2.5%
CCNC(=S)NNC(=O)c1cccn(Cc2ccc(Cl)cc2Cl)c1=O | -6.2% | -8.1% | 9.1% | -10.5% | 15.5% | -2.6% | -3.0% | -8.1%
Cn1c(=NC(=O)c2ccc(S(=O)(=O)N3CCCc4ccccc43)cc2)sc2cc(S(C)(=O)=O)ccc21 | -0.5% | 8.2% | -2.3% | 9.1% | 22.2%[10 µM] | -2.0% | -0.5% | -4.2%
COc1cc(C(=O)Nc2cc(-c3ccccc3)[nH]n2)cc(OC)c1OC | -4.9% | -21.0% | -19.9% | -2.9% | 1.5%[10 µM] | -4.5% | 3.1% | -15.4%
CCCc1cc(=S)n2c([nH]c3ccccc32)c1C#N | -17.8% | u | -6.7% | u | 31.9%[10 µM] | -5.0% | 9.0% | u
Cc1ncc(CN=Cc2ccc(Cl)cc2)c(N)n1 | x | -5.5% | i | -3.8% | 0.4%&-1.9%[10 µM] | 4.3% | 3.8% | -2.3%
Cc1ccc(-n2nnnc2SCC(=O)c2c(N)n(CC(C)C)c(=O)n(C)c2=O)cc1 | 8.1% | -5.1% | -1.1% | -7.3% | 0.9%[10 µM] | -2.5% | -2.6% | 1.1%
CC(=O)N1CCCc2cc(S(=O)(=O)N3CCCC(C(=O)NCc4ccc(C)cc4)C3)ccc21 (configuration not stated) | x | -1.1% | x | 0.9% | x | -0.1% | -5.6% | 5.3%
CCOc1ccccc1C(=O)Nc1cc2c(cc1C)n(C)c(=O)c(=O)n2C | x | -25.0% | x | u | x | -2.6% | 3.4% | u
COC(=O)N1CCCc2cc(S(=O)(=O)NCc3ccccc3)ccc21 | x | -12.3% | x | -3.1% | x | -10.2% | 1.9% | 1.9%
Cc1ccc(S(=O)(=O)c2nc(-c3cccc(Cl)c3)oc2NCc2ccccc2)cc1 | x | -21.4% | x | -7.8% | x | -0.5% | 6.3% | -13.4%
O=S(=O)(NCc1cc(-c2ccccc2)no1)c1ccc(Cl)cc1 | 4.5% | -15.4% | -13.7% | u | -20.8% | -1.2% | -5.7% | -6.9%
CCCOc1ccc(N/C=C/C(=O)C(C)(C)C)cc1 | -1.0% | -8.5% | i | u | x | -7.7% | 4.7% | 11.5%
COc1ccc(N=Cc2c(O)n(-c3cccc(C)n3)c(=O)c3ccccc23)c(OC)c1 | x | -15.8% | -6.7% | x | -15.3%[10 µM] | -0.9% | 5.2% | 0.5%
O=[N+]([O-])c1cccc(C(=Nc2ccc(Cl)cc2)NO)c1 | -7.4% | -17.6% | -2.3% | -8.4% | 3.0%[10 µM] | -5.8% | -0.3% | 7.4%
Cc1cc(OCCCn2cnc3ccccc3c2=O)ccc1[N+](=O)[O-] | 2.9% | -14.6% | -4.6% | u | 3.9%[10 µM] | -1.6% | 13.3% | 0.5%
COc1cccc(-c2nn(-c3ccccc3)cc2CN2CCCO2)c1 | -9.8% | -16.0% | i | -7.1% | 3.3%[10 µM] | -3.0% | 2.5% | u
CCc1cc2c(cc3c(=O)n(CC(=O)NC(C)c4ccccc4)ncn32)s1 (configuration not stated) | x | -4.4% | x | -11.3% | x | -22.8% | 2.3% | -7.5%
CCOc1ccc(-c2cn3c(n2)sc2cc(C(=O)NC(C)C45CC6CC(CC(C6)C4)C5)ccc23)cc1 (configuration not stated) | x | -7.7% | x | -12.0% | x | 9.2% | 4.1% | -0.7%
COC(=O)c1cccnc1-n1c(=O)c2cccnc2n(CC(=O)Nc2cccc(C)c2)c1=O | x | -13.8% | x | -6.4% | x | 0.4% | -10.1% | u
C1CCN=C(NC23CC4CC(CC(C4)C2)C3)CC1 | 7.8% | -2.4% | -15.2% | -4.4% | x | -5.3% | -7.7% | 2.8%
O=C(N/N=C/c1ccc(Cl)cc1Cl)Nc1ccccc1 | 3.6% | -9.2% | -10.6% | 4.2% | -12.6% | 1.5% | -3.8% | -1.6%
Cc1ccc(CNC(=O)C2C3C=CC(C3)C2C(=O)O)cc1 (configuration not stated) | 6.7% | -5.1% | 0.3% | -10.1% | 13.3% | 2.1% | 5.0% | -3.8%
Going on with the list:
SMILES | L3MBTL1 block | Tau fluor counter | RECQ1 helicase | Tau fibril ThT | HTT cytoprotect | TR SRC2 fluor cs | TRb-SRC2 inh | Tau fibril FP
N#C/C(=N\Nc1ccc(F)cc1)C(=N)N1CCCCC1 | x | -14.5% | -6.4% | -17.9% | -63.4%[inhibitor] | -0.7% | 11.1% | 11.0%
O=C1NC(=S)S/C1=C/c1ccc(N2CCOCC2)o1 | 31.6µM* | -9.3% | 1.2% | -2.7% | x | 0.5% | 1.5% | 11.5%
O=C(NCc1csc(-c2cccs2)n1)C1CCC1 | -5.5% | -2.5% | -3.3% | -7.9% | -11.2%[10 µM] | -2.6% | -0.4% | 5.4%
Cc1ccc(N2CC(C(=O)Nc3c(C)n(C)n(-c4ccccc4)c3=O)CC2=O)cc1 (configuration not stated) | -10.6% | 2.8% | i | 4.7% | 7.2%[10 µM] | -2.5% | -1.7% | -2.4%
O=C(NCc1ccccn1)c1cn(CCc2ccccc2)nn1 | -2.9% | -6.5% | -3.0% | -8.4% | -8.9%[10 µM] | -2.2% | 1.8% | 2.2%
O=C(NC(=S)Nc1ccccc1[N+](=O)[O-])c1ccco1 | x | -9.0% | -2.4% | u | -10.3% | -1.1% | 10.2% | -0.6%
Cn1c(=O)cc(SCC(=O)N2CCCC2)c2ccc(Cl)cc21 | -3.8% | -0.1% | -1.5% | -6.5% | -15.1% | -1.5% | 3.4% | -2.6%
N/C(=N\OC(=O)CCC1CCCCC1)c1cccnc1 | 10.4% | -7.1% | i | -15.6% | -9.4% | -0.4% | -1.8% | 2.3%
O=c1c2cc3c(=O)n(CC4CCCO4)c(=O)c3cc2c(=O)n1CC1CCCO1 (configuration not stated) | 9.3% | 0.3% | -2.6% | -1.1% | 31.4% | -1.9% | -12.1% | -4.6%
CC(=O)c1cccc(NC(=O)C2(c3ccccc3)CC2(Cl)Cl)c1 (configuration not stated) | 2.6% | -6.6% | i | -2.6% | -10.7%[10 µM] | -1.2% | 2.0% | 6.0%
Oc1cc2ccccc2cc1-c1n[nH]c(=S)o1 | -7.4% | -13.4% | -9.5% | u | -21.0%[10 µM] | -9.1% | 1.4% | 4.1%
Cc1ccc2cc(CN(CC3CCCO3)S(=O)(=O)c3c(C)ccc4nsnc34)c(=O)[nH]c2c1 (configuration not stated) | -6.9% | -4.9% | -5.3% | -5.7% | -3.1% | -0.2% | 5.0% | 2.5%
Cc1ccc(-n2c(C)cc(/C=N/NC(=O)Cn3c4ccccc4c(=O)c4ccccc43)c2C)cc1 | -4.1% | -13.1% | -2.0% | u | 6.2%[10 µM] | -0.4% | -1.6% | 10.1%
Cc1ccccc1CNC(=O)c1ccccc1NC(=O)c1nsc2ccccc12 | x | -7.3% | x | 5.1% | x | -0.7% | 2.7% | -15.2%
Cc1c(NC(=O)Cn2cc([N+](=O)[O-])cn2)c(=O)n(-c2ccccc2)n1C | u | 12.7% | 1.6% | 13.6% | -20.1% | 3.9% | 2.2% | 8.5%
COC(=O)c1cccnc1-n1c(=O)c2cccnc2n(Cc2ccc([N+](=O)[O-])cc2)c1=O | -1.5% | -8.0% | -7.8% | -5.9% | -9.0%[10 µM] | -2.4% | 6.7% | 2.1%
COc1ccc(Cl)cc1NC(=O)COC(=O)c1cc(NS(=O)(=O)c2cccs2)ccc1O | 39.8µM* | u | 0.0% | -1.1% | 14.0%[10 µM] | -1.4% | -6.5% | -13.0%
COc1ccccc1NC(=O)c1ccc(NC(=O)CSc2ncn[nH]2)cc1 | -12.6% | 6.6% | -4.6% | 9.8% | -14.8%[1.9 µM] | 4.9% | -2.4% | 2.8%
CN(C)/C=N/c1cc(=O)[nH]c(=O)n1C | 2.7% | -8.8%&-1.4% | -5.5%&-4.0% | -5.6%&2.1% | 2.9% | -3.4%&-1.9% | 1.5%&3.5% | 3.2%&2.4%
O=C(CSc1nnc(-c2cccnc2)s1)Nc1ccc(C(=O)O)cc1 | 9.6% | 4.0% | -9.0% | -5.4% | 31.6%[10 µM] | u | -10.2% | -1.3%
CCn1cc([N+](=O)[O-])c(C(=O)Nc2ccn(Cc3ccccc3F)n2)n1 | x | -6.1% | 8.1% | -6.4% | -2.4% | -2.5% | -4.6% | -4.7%

Look-ups from the results shown:
CN(C)/C=N/c1cc(=O)[nH]c(=O)n1C | Tau fibril FP: 3.2%&2.4%
O=C(NCc1csc(-c2cccs2)n1)C1CCC1 | Tau fluor counter: -2.5%

High-throughput results as filed in PubChem BioAssay.
